TSHR antagonist: antagonists of human thyroid stimulating hormone receptor; P16473; TSHR-expressing cells, TSH-stimulated cAMP HTRF, 2 h; active compounds read low; activity change, negative = inhibition, % at 11.5 µM; actives 0.2% (n = 330,000);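 active = activity change below a set negative limit, meaning inhibition stronger than a set level, cut at about -70% in these data; inconclusive = activity change between two set negative limits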; note: % is set by controls: 0 for no effect and ±100 for the full control effect
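TSHR-expressing cells, 200/well, pre-treated with compound, then stimulated with EC80 TSH (4nM final) for 2 hours at 37 deg C. cAMP measured by competitive HTRF: anti-cAMP cryptate antibody in lysis buffer plus cAMP-d2, read after 30 minutes at room temperature.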
CXXC DNA block: MLL CXXC-DNA interaction inhibition; MLL-CXXC / FITC-HOXA9 DNA fluorescence polarization; AID 2662; Potency, µM (series often up to 115 µM), for the others: top-dose activity change, negative = inhibition, actives largely listed as inhibitors; actives 0.037% (n = 290,000); active = well fitted inhibition curve with a large enough effect in the polarisation, with a control signal flat, not every such curve was filed as active; inconclusive = small, poorly fitted or top-dose-only effect, or effect the other way, or a change in a side signal; inactive = no such curve, though single readings can be large or run the other way; the % refers to the polarisation; note: potency is the fitted concentration of half-maximal effect
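Purified MLL-CXXC (added from a 7 uM solution) was preincubated 5 min at ambient with pinned compounds in 50 mM Tris-HCl pH 7.5, 50 mM NaCl, 1 mM DTT, 0.05% BSA. Fluorescein-labeled HOX-A9 DNA (50 nM solution) followed, 30 min, then polarization read.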
GALK inhibitor: galactokinase (human) inhibition | P51570 | Purified GALK, Kinase-Glo residual ATP luminescence | Potency, µM (highest dose often 57.5 µM), without a hit: at the top dose activity change, negative = inhibition, hits mostly inhibitors | actives 0.007% (n = 270,000); note: potency is the fitted concentration of half-maximal effect; % is set by controls: 0 for no effect and ±100 for the full control effect
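Quantitative HTS: GALK 5 nM, ATP 35 uM, galactose 100 uM, 1 h room temperature, then luciferase-based ATP detection.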
A-T KAP1 phos: candidate therapy for ataxia-telangiectasia; AID 485349; Potency, µM (top dose mostly 57.5 µM), for the others: at the top dose activation, actives largely listed as activators; actives 0.19% (n = 320,000); […] A-T fibroblasts, KAP-1 phosphorylation AlphaLISA; neocarzinostatin DNA damage 30 min before lysis; note: potency is the fitted concentration of half-maximal effect; % of control where 0% means no effect; nearly all actives have a fitted effect of over 45% in size
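hTERT-immortalized A-T patient fibroblasts ([…]), 500 cells/well in OPTI-MEM, 1% FBS, got compounds for 60 min, then NCS for 30 min at 37C. Lysates were then assayed for phospho-KAP-1 by AlphaLISA (anti-pKAP1 donor, anti-KAP1 acceptor beads), 6 hr at 25C.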
BCR signal inh: blocks chronic active B-cell receptor signaling. AID 493014. Potency, µM (titrated, usually from 46.1 µM), for inactives: at the top dose ratio change, negative = lower green/red ratio, most hits filed as inhibitors. actives 0.05% (n = 340,000). ABC-DLBCL IkBa-CBG/CBR reporter, luminescence ratio, 4 h; active = well fitted inhibition curve with a large enough effect in the signal ratio, with a control signal flat, not every such curve was filed as active; inconclusive = small, poorly fitted or top-dose-only effect, or effect the other way, or a change in a side signal; the % refers to the signal ratio;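 note: potency is the fitted concentration of half-maximal effect; plate controls were basal doxycycline-induced cells for no effect and cells given 10 µM MG132 for full effect; MG132 reads +100%, hits lower the ratio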
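Compounds up to 46 uM were incubated four hours with TMD8 cells whose green CBG68 luciferase is fused to IkappaBalpha; red CBR luminescence normalised the signal, and concentration-effect curves were fitted to fusion, red and ratio data.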
Tb PFK inh: blocks T. brucei phosphofructokinase; actives 0.17% (n = 330,000); T. brucei PFK, ADP-Glo luminescence; Potency, µM (series often up to 57.5 µM), for inactives: at the highest dose activity, negative = inhibition, hits mostly inhibitors;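 note: potency is the fitted concentration of half-maximal effect; 0% = uninhibited 1x PFK enzyme wells and -100% = no-enzyme wells; nearly all actives have a fitted effect of over 60% in size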
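1.25 nM PFK with 0.5 mM F6P and 0.1 mM ATP in 0.1 M TEA pH 8.0, 5 mM MgCl2, incubated 45 min at room temperature; ADP measured by ADP-Glo luminescence; compounds titrated up to 57 uM.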
Coupling enz: counter-screen for Giardia aldolase inhibitors: coupling enzyme system. coupling enzyme system counterscreen, AmpLite Red fluorescence. AID 2472. activity change, negative = inhibition, % at 58.2 µM, hits read low. actives 0.67% (n = 290,000); in the data active = activity change below about -30%; note: % is set by controls: 0 for no effect and ±100 for the full control effect
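Coupling enzymes only (glyceraldehyde-3-phosphate) + compound, at 57.5 uM final, 10 min RT; add substrate/coupling/AmpLite Red mix, 20 min RT; fluorescence ex 525/em 598 nm. Actives flag coupling-system interference.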
Giardia killer: kills Giardia lamblia; activity change, % at 7.66 µM, hits read low; AID 540267; actives 0.15% (n = 340,000); Giardia lamblia trophozoite viability; in the data active = activity change below about -80%; inconclusive = between about -30% and that limit;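 note: parasites exposed to compound for two days anaerobically before the ATP read; % is set by controls: 0 for no effect and ±100 for the full control effect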
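ATP-content bioluminescence gauges trophozoite survival. Cells (100/well) receive compound and incubate anaerobically for 48 hrs at 37 deg C; detection reagent follows for 15-30 min at room temperature.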
KCNH2 WT inh: blocks the wildtype human KCNH2 potassium channel | Q12809 | U2OS, BacMam KCNH2, thallium flux FluxOr; active compounds read low | activity change, % at 1.84 µM | actives 0.37% (n = 340,000);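 active = maximum activity change below -70%; inconclusive = maximum activity change between -70% and -50%; inactive = maximum activity change above -50%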; note: % is set by controls: 0 for no effect and ±100 for the full control effect
Target sequence (Q12809 whole entry, looked up): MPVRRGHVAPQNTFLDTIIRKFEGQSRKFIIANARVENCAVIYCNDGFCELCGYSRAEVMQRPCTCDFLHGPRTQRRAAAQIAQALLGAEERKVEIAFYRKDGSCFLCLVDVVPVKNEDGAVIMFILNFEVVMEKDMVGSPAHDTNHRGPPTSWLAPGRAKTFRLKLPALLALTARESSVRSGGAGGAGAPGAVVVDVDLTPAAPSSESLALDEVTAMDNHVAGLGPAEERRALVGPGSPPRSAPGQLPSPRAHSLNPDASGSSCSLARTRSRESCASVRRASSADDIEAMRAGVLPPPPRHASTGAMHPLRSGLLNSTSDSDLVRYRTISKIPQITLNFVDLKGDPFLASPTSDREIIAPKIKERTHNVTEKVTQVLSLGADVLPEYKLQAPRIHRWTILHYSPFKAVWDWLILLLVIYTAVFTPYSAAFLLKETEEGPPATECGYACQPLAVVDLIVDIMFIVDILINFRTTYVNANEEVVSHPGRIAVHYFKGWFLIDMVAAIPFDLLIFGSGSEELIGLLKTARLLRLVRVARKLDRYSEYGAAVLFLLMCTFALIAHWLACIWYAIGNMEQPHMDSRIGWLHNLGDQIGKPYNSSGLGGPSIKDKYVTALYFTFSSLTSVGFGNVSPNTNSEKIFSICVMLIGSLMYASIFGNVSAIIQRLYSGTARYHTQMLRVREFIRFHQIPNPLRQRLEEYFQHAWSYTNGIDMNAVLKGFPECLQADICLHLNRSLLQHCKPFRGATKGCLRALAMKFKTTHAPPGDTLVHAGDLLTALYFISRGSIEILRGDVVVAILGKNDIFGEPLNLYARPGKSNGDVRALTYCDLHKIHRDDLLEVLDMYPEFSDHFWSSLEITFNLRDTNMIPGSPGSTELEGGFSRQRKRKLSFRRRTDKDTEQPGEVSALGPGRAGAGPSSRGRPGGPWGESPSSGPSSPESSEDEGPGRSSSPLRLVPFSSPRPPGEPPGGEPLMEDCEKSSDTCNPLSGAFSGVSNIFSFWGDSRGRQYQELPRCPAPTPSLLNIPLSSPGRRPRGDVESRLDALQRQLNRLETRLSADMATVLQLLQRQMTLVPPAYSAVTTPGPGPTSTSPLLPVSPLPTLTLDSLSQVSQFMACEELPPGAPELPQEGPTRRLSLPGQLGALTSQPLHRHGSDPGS
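U2OS cells were transduced with wild-type KCNH2 virus (2.03 x 10^8 / mL) for 4 h at room temperature, then cultured overnight at 37 C. Thallium flux was read with FluxOr dye. Rate constants were normalized to DMSO controls.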
TCR activator: activates T cell receptor signaling. primary human leukocytes, anti-CD3, IL-2 HTRF, 48 h. 330,000 tested, under 10 active. Potency, µM (highest dose often 9.22 µM), without a hit: top-dose activation of IL-2 secretion, hits mostly activators. AID 504894; note: % of control where 0% means no effect
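Using a-CD3 beads without co-stimulation, primary human leukocytes were exposed to compounds for 48 hr. An HTRF IL-2 kit measured the cytokine, with europium-to-d2 energy transfer producing emission at 665nm upon 320nm excitation.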
Starred values were filed as active, the others as inactive; i = inactive; ? = inconclusive; nt = no result given; & = joins results of further samples; [ ] = remark or other dose. Unless noted, calls come from the whole dose curve; as a rule, active = well fitted curve in the direction sought with a large enough effect; inconclusive = small, poorly fitted or top-dose-only effect, or another doubt; inactive = no such curve, though single readings can be large; an effect the other way counts as inactive or inconclusive. Not all compounds are listed (hit frequency here may not be typical).

canonical_smiles	TSHR antagonist	CXXC DNA block	GALK inhibitor	A-T KAP1 phos	BCR signal inh	Tb PFK inh	Coupling enz	Giardia killer	KCNH2 WT inh	TCR activator
O=C(Nc1ccccc1F)OC1CN2CCC1CC2 (configuration not stated)	8	-4%	nt	-4%	23%	-3%	1	10	0	-9%
CCOC(=O)[C@@]12C(=O)C(=O)N[C@]1(c1ccccc1)C1OCCCC12 (some centres not stated)	2	-3%	1%	-2%	5%	-8%	0	-9	17	0%[46.1 µM]
Nc1ccc(Cl)cc1C(=O)c1ccccc1Cl	-36	3%	-1%	9%	?	-7%	-12	-7	2	3%[46.1 µM]
COc1ccc(C(O)P(=O)(OCC(C)C)c2ccc(N(C)C)cc2)c(OC)c1 (configuration not stated)	-6	11%	8%	-2%	?	0%	-1	-6	4	0%
COc1ccc(CCNC(=O)c2c(N)n(CCN3CCOCC3)c3nc4ccccc4nc23)cc1OC	-25	12%	-1%	11%	?	0%	0	-5	-4	1%
CC/C(=N\NC(=O)c1ccccc1O)c1c(O)n(Cc2ccccc2)c(=O)[nH]c1=O	-4	8%	-1%	-3%	?	7%	14	5	-7	-3%
Cc1cc(NC(=O)C(Cl)(Cl)Cl)no1	5	1%	0%	6%	-4%	0%	3	7	-3	2%
CS(=O)(=O)N1CCN(C(=N)N[N+](=O)[O-])CC1	13	23%	0%	5%	?	-3%	2	6	3	1%
NC(=O)CN1C2CCC1CC(NC(=O)C1CC1)C2 (configuration not stated)	14	2%	4%	-7%	0%	0%	3	5	26	8%
C=CCn1c(O)c(C(C)=NCCO)c(=O)[nH]c1=O	11	6%	1%	2%	-2%	4%	0	-28	15	5%
C[N+](C)(C)Cc1ccccc1	32	13%	-2%	10%	0%	-5%	-1	6	-1	-2%
COc1ccccc1N1C(=O)NC(=O)/C(=C\c2cnn(-c3ccccc3)c2)C1=O	-1	?	-2%	0%	?	4%	8	?	-7	5%
CNS(=O)(=O)c1ccc(N=Cc2c(O)n(-c3cccc(C)c3)c(=O)[nH]c2=O)cc1	-6	10%	13%	0%	7%	-2%	-3	-17	-16	0%
Nc1ccccc1Cl	28	nt	nt	17%	4%	0%	nt	15	2	1%
Cc1cc(OC(C)C(=O)NCc2ccncc2)c2c3c(c(=O)oc2c1)CCC3 (configuration not stated)	-6	-8%	-1%	2%	3%	2%	nt	11	-4	1%
O=c1[nH]c(=O)n(CCc2ccccc2)c(O)c1/C=N/N1CCOCC1	-8	11%	-2%	-10%	1%	0%	0	-7	-9	-2%
COC(=O)C1=C(c2cccc(OCc3ccccc3)c2)C[C@@H]2CC[C@H]1N2C(=O)NCc1ccc(N(C)C)cc1	2	nt	nt	-11%	-14%	1%	nt	-8	-4	3%
c1cc2c(cc1CN1CCNCC1)OCO2	20	8%	0%	40%	3%	2%	1	39[activator]	30	-2%
CN1OC[C@@H]2COc3ccc4ccccc4c3[C@@H]21	3	12%	5%	-1%	-18%	-2%	0	?	7	nt
CN1Cc2cccnc2N(C)Cc2cc(Cl)ccc21	-15	-3%	1%	-12%	2%	-5%	0	-3	6	1%[46.1 µM]
O=c1c2ccccc2[nH]c(=S)n1-c1ccc(Br)cc1	10	11%	4%	4%	?	0%	3	?	4	nt
CCn1cc(C(=O)N2CCC3(CC2)OCCO3)c(=O)c2cc(S(=O)(=O)N3CCCC3)ccc21	11	-17%	0%	0%	2%	-7%	-3	-2	18	0%
COC(=O)c1ccccc1OP1(=O)COc2ccccc2OC1	-10	-2%	-4%	8%	-2%	0%	1	4	-1	4%
Cc1cc(=O)oc2cc3c(cc12)CCCN3	1	-4%	1%	20µM*	-2%	6%	0	40[activator]	-3	-2%
O=C(Nc1ccc(Cl)cc1C(=O)c1ccccc1)c1ccccc1	-6	-19%	2%	9%	16%	-5%	6	?	3	7%
COc1ccc(NP(=O)(Oc2ccccc2OC)Oc2ccccc2OC)cc1	7	6%	1%	-3%	-9%	1%	7	-2	-1	-1%[46.1 µM]
COC(=O)COc1ccc(/C=C2\C(=O)NC(=S)N(c3ccc(C)cc3)C2=O)cc1OC	-1	-4%	8%	-2%	-2%	-13%	5	-28	3	-3%
CC1CN=C(NCc2ccc(F)cc2)S1 (configuration not stated)	8	10%	-1%	5%	-2%	-15%	0	-5	-2	5%
O=C1NC(=O)N(Cc2ccco2)C(=O)/C1=C/c1ccc(-c2cccc([N+](=O)[O-])c2)o1	-9	?	0%	-10%	7%	-27%	6	-8	0	-3%[46.1 µM]
Cc1cc(C)nc(NS(=O)(=O)c2ccc(N=Cc3c(O)n(C)c(=O)n(C)c3=O)cc2)n1	2	-19%	0%	0%	5%	2%	3	5	2	8%

6 structures from above, ordered by number of heavy atoms, largest number first:
canonical_smiles	TSHR antagonist	CXXC DNA block	GALK inhibitor	A-T KAP1 phos	BCR signal inh	Tb PFK inh	Coupling enz	Giardia killer	KCNH2 WT inh	TCR activator
CCn1cc(C(=O)N2CCC3(CC2)OCCO3)c(=O)c2cc(S(=O)(=O)N3CCCC3)ccc21	11	-17%	0%	0%	2%	-7%	-3	-2	18	0%
CNS(=O)(=O)c1ccc(N=Cc2c(O)n(-c3cccc(C)c3)c(=O)[nH]c2=O)cc1	-6	10%	13%	0%	7%	-2%	-3	-17	-16	0%
O=c1[nH]c(=O)n(CCc2ccccc2)c(O)c1/C=N/N1CCOCC1	-8	11%	-2%	-10%	1%	0%	0	-7	-9	-2%
NC(=O)CN1C2CCC1CC(NC(=O)C1CC1)C2 (configuration not stated)	14	2%	4%	-7%	0%	0%	3	5	26	8%
Nc1ccc(Cl)cc1C(=O)c1ccccc1Cl	-36	3%	-1%	9%	?	-7%	-12	-7	2	3%[46.1 µM]
Nc1ccccc1Cl	28	nt	nt	17%	4%	0%	nt	15	2	1%

Further records follow:
canonical_smiles	TSHR antagonist	CXXC DNA block	GALK inhibitor	A-T KAP1 phos	BCR signal inh	Tb PFK inh	Coupling enz	Giardia killer	KCNH2 WT inh	TCR activator
N#CC1=C(SCC(=O)c2ccc(Cl)cc2)NC2=C(C(=O)CCC2)C1c1ccco1 (configuration not stated)	-12	21%	1%	-7%	?	-2%	-1	-1	-7	-1%
C=CCn1c(O)c(C(C)=NC(C)c2ccccc2)c(=O)[nH]c1=O (configuration not stated)	-3	-8%	1%	?	2%	-3%	0	-6	-5	-5%
CCCn1c(C)cc(C=O)c1C	-1	8%	1%	0%	-1%	-3%	2	2	-3	7%
COc1ccc(-c2nc3ccccc3c(=O)o2)cc1	-11	-15%	1%	0%	?	28%	-13	-16	i	1%
Cc1cccc(C(O)(C(=O)NNC(=O)CN2CCN(C)CC2)c2cccc(C)c2)c1	11	8%	2%	5%	4%	-3%	-1	0	3	-1%[46.1 µM]
Clc1ccc(C2N3CCCN23)c(Cl)c1 (configuration not stated)	13	12%	3%	-10%	4%	2%	3	1	10	-24%
O=C(CF)NC(NC(=S)Nc1ccccc1O)C(Cl)(Cl)Cl (configuration not stated)	8	-7%	1%	-2%	?	-3%	2	20	7	-6%
O=C(Nc1ccc(OC(=O)N2CCCC2)cc1)N1CCOCC1	5	-3%	-2%	0%	12%	-2%	0	5	9	-3%[46.1 µM]
COC(=O)C1=C(c2c(C)noc2C)C[C@@H]2CC[C@H]1N2C(=O)NCc1ccco1	6	nt	nt	21%	0%	-1%	nt	-10	7	2%
COc1ccccc1NC(=O)COC(=O)c1cc(C)n(C2CC2)c1C	1	nt	nt	9%	-11%	12%	nt	10	-4	-7%
C[C@H]1COC2=C1C(=O)C(=O)c1c2ccc2c1CCCC2(C)C	-4	?	3%	10%	21%	-3%	-23&-27	-23	4	-4%
C[n+]1c(-c2ccccc2)cc(-c2ccc(Cl)cc2)cc1-c1ccccc1	10	6%	-2%	-5%	0%	3%	3	3	-9	-7%
COc1ccccc1Sc1ccccc1CC(C)N (configuration not stated)	48	?	0%	2%	-14%	-6%	0	-1	0	3%[46.1 µM]
C=CCn1c(O)c(C(C)=Nc2cccc(C(=O)O)c2)c(=O)[nH]c1=O	0	-2%	0%	14%	14%	8%	0	15	6	0%
